# Source: PubChem BioAssay
# MIN6 prolif: MIN6 beta-cell proliferation induction; MIN6 cells proliferation, ATPlite luminescence, 48 h; cells starved in 0.2% serum; 100% = growth in 10% serum; proliferation, % at 10 µM; 330,000 compounds, 0.29% hits;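 active = compounds whose signal lies at least 3.5 SD above the mean of all wells on their plate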;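 also: 0% = DMSO-treated cells in low-serum medium and 100% = 10% serum control; some compounds called inactive have numbers as strong as hits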
# NR3A LBD binder: NR3A (human) ligand-binding domain modulation; NR3A LBD differential scanning fluorimetry, Tm shift; 0% = protein alone, 100% = glycine-bound protein; Tm shift relative to glycine control, % at 25 µM; 340,000 compounds, 2.5% hits; AID 1259313;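 active = melting temperature shift of at least 10% of the positive control shift, at one fixed dose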
# APOBEC3G inh: APOBEC3G (human) deaminase inhibition; Q9HC16; recombinant A3G, ssDNA deamination FAM/TAMRA fluorescence; inhibition, % at 20 µM; 330,000 compounds, 0.28% hits;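 active = inhibition of at least 40% at 20 µM, with no more than 30% in the related APOBEC3A deaminase screen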;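 also: plate controls were DMSO wells with A3G for no effect and wells lacking A3G enzyme for full effect; some compounds called inactive have numbers as strong as hits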
# Target sequence (Q9HC16 whole entry, looked up): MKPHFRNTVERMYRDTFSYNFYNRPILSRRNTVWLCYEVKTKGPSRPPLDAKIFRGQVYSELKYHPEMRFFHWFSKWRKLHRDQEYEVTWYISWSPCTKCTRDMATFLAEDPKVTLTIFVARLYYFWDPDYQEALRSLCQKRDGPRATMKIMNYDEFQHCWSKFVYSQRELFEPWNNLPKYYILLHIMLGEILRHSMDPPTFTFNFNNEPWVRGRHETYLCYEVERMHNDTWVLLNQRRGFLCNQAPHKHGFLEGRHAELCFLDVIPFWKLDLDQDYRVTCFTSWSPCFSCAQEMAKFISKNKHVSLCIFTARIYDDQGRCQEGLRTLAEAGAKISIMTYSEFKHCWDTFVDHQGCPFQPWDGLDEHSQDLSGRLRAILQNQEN
# A3A deaminase: blocks human APOBEC3A ssDNA deamination; recombinant A3A, FAM/TAMRA ssDNA deamination fluorescence; inhibition, % at 20 µM; 330,000 compounds, 0.41% hits;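 active = at least 40% inhibition at 20 µM here, with at most 30% in a related deaminase screen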;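 also: plate controls were A3A with DMSO for no effect and wells lacking A3A enzyme for full effect; some results filed as inactive read as strong as hits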
# Target sequence (P31941 whole entry, looked up): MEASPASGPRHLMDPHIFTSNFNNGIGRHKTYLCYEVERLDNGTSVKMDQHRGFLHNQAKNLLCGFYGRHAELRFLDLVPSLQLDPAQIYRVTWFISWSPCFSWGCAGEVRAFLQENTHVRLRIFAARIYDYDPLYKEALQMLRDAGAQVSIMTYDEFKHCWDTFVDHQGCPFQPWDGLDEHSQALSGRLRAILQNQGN
# mIAP activ: mouse IAP activation | muIAP, CDP-Star luminescence, 30 min; active compounds read high; 1 = vehicle-only enzyme signal, 0 = enzyme-free wells | activation factor at 10 µM | 330,000 compounds, 0.24% hits;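 active = activation factor of at least 2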; also: the source names both 10 and 20 µM as test concentration; values of inactives mirror those of a sister screen read the other way
#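 Assay system: mouse IAP enzyme; reagent: chemiluminescent substrate CDP-Star; dosing: test compounds delivered from DMSO solution; schedule: 30 min at room temperature; measured by: luminescence from enzymatic CDP-Star hydrolysis; controls: DMSO-only wells and no-enzyme negative control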
# mIAP block: mouse IAP inhibition; purified mouse IAP, CDP-Star luminescence, 30 min; inhibition, % at 10 µM; 330,000 compounds, 0.2% hits; AID 2806;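 active = inhibition of at least 40% at 10 µM in the primary screen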;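 also: plate controls were DMSO with enzyme for no effect and no enzyme wells for full effect; values of inactives mirror those of a sister screen read the other way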
# hIAP act: human IAP activation. 330,000 compounds, 0.16% hits. P09923. AID 2524. purified human IAP, CDP-Star luminescence, 30 min; active compounds read high; 1 = vehicle-only enzyme, 0 = enzyme-free background. activation factor at 10 µM;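 active = activation factor of the enzyme at least 2-fold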; also: the source names both 10 and 20 µM as test concentration; values of inactives mirror those of a sister screen read the other way
# hIAP inh: human IAP inhibition. 330,000 compounds, 0.12% hits. inhibition, % at 10 µM. purified IAP, CDP-Star luminescence, 30 min. P09923;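 active = inhibition reaching a set limit with compound at 10 µM in the primary screen, cut at about 35% in these data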;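 also: plate controls were DMSO wells with enzyme for no effect and no-enzyme buffer wells for full effect; values of inactives mirror those of a sister screen read the other way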
# MPTP inh: permeability transition pore inhibition; isolated mouse mitochondria, Ca2+ swelling absorbance, 30 min; inhibition, % at 10 µM; 360,000 compounds, 1.4% hits;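 active = inhibition of 50% or more, scaled per plate between neutral and stimulator controls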;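 also: 0% = DMSO wells given calcium and 100% = 1 mM EGTA wells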
# An asterisk follows results filed as active; x = not tested or not shown.
# A first look, three compounds:
1. Cc1noc(C)c1S(=O)(=O)N1CCCC(C(=O)N2CCN(C3CCCCC3)CC2)C1 (stereo not given)
2. Cc1cc(F)c(F)cc1C(=O)N1CCCC1
3. FC(F)(F)c1cccc(Cc2noc(CN3CCCC(CN4CCCC4)C3)n2)c1 (stereo not given)
assay / entry,1,2,3
A3A deaminase,2.4,-3.4,-6.4
MIN6 prolif,-5.6,3.0,-2.2
APOBEC3G inh,0.5,-5.5,-18.6
mIAP block,-14.7,2.7,6.3
NR3A LBD binder,-3.1,0.2,-1.1
hIAP act,0.923,1.01,0.896
MPTP inh,-0.4,1.1,-1.2
hIAP inh,7.7,-1.2,10.4
mIAP activ,1.15,0.973,0.937

# Results, previewed entries included:
1. Cc1noc(C)c1S(=O)(=O)N1CCCC(C(=O)N2CCN(C3CCCCC3)CC2)C1 (stereo not given)
2. Cc1cc(F)c(F)cc1C(=O)N1CCCC1
3. FC(F)(F)c1cccc(Cc2noc(CN3CCCC(CN4CCCC4)C3)n2)c1 (stereo not given)
4. C[C@]12C(=O)N(c3cccc(F)c3)C(=O)N1[C@H]1c3ccccc3OC[C@@H]1[C@H]2c1ccccc1
5. O=C(Nc1ccc(S(=O)(=O)Nc2ncccn2)cc1)c1cc([N+](=O)[O-])ccc1Cl
6. C[C@H](CO)N1C[C@H](C)[C@@H](CN(C)S(=O)(=O)c2ccccc2)Oc2ccc(NC(=O)Cn3cnnn3)cc2C1=O
7. Cc1ccccc1OCC(O)CN(CCO)Cc1ccccc1 (stereo not given)
8. O=C(OCC(=O)N1CCN(c2ccccc2)CC1)c1ccccc1OC(F)F
9. O=C(Cn1ncc2c([nH]c3ccccc32)c1=O)NCC1CCN(Cc2ccc(F)cc2)CC1
10. O=C1CCc2cc(S(=O)(=O)Nc3ccc(F)cc3)ccc2N1
assay / entry,1,2,3,4,5,6,7,8,9,10
A3A deaminase,2.4,-3.4,-6.4,-7.5,3.4,-2.9,3.0,-3.3,-6.1,0.8
MIN6 prolif,-5.6,3.0,-2.2,-5.6,-2.9,-2.2,-0.3,-3.9,-0.3,1.5
APOBEC3G inh,0.5,-5.5,-18.6,-8.0,2.6,-3.7,10.9,-6.8,-8.5,0.0
mIAP block,-14.7,2.7,6.3,-2.6,-2.9,10.2,-12.2,3.2,-5.7,4.7
NR3A LBD binder,-3.1,0.2,-1.1,-0.8,0.3,-0.6,-1.2,0.5,-1.1,-0.3
hIAP act,0.923,1.01,0.896,0.895,1.16,1.06,1.03,0.968,0.972,0.967
MPTP inh,-0.4,1.1,-1.2,-1.4,0.7,-1.1,0.1,0.8,1.0,-0.3
hIAP inh,7.7,-1.2,10.4,10.5,-16.3,-6.2,-3.4,3.2,2.8,3.3
mIAP activ,1.15,0.973,0.937,1.03,1.03,0.898,1.12,0.968,1.06,0.953

11. COC(=O)C1CCN(C(=O)COC(=O)C2CCN(S(=O)(=O)c3ccc(C)c(C)c3)CC2)CC1
12. O=C(CSc1nc2ccccc2o1)NC1CCS(=O)(=O)C1 (stereo not given)
13. O=C1NC(Cc2ccccc2)c2nc3ccccc3c(=O)n2-c2cc(Cl)ccc21 (stereo not given)
14. CC(Sc1nc(-c2ccccc2)cc(C(F)(F)F)n1)C(=O)Nc1sc2c(c1C#N)CCC2 (stereo not given)
15. CCN(CC)S(=O)(=O)c1cccc(-c2nnc(-c3ccc(C)cc3)o2)c1
16. Cc1ccc(-c2noc(CCC(=O)N3CCCc4ccccc43)n2)cc1
17. O=C(NC(=S)NC1CCCCC1)c1ccc(Cl)cc1
18. O=C1CN(S(=O)(=O)c2ccccc2)CC(=O)N1CCc1ccccc1
19. COc1ccccc1CNC(=O)c1ccc(-c2ccccc2Cl)o1
20. COc1ccc([C@H]2CC(=O)C=C(c3ccc(Cl)c(C(F)(F)F)c3)C2)cc1OC
assay / entry,11,12,13,14,15,16,17,18,19,20
A3A deaminase,-2.0,-2.3,-5.4,-4.8,1.6,-5.0,1.4,0.1,1.7,-1.5
MIN6 prolif,-5.0,-2.8,0.9,-5.5,-2.9,-3.0,-7.1,1.7,-6.1,-6.4
APOBEC3G inh,-7.2,-1.4,-8.2,1.0,-4.3,4.2,7.7,-1.7,11.5,-13.9
mIAP block,2.3,-3.7,6.3,10.2,-1.0,-14.2,5.1,6.9,-1.1,6.8
NR3A LBD binder,1.1,1.9,x,-7.6,-2.1,0.3,1.8,1.5,-26.5,-7.6
hIAP act,1.03,0.794,0.995,0.991,1.06,1.06,0.849,0.972,0.852,0.951
MPTP inh,-1.7,-1.1,x,0.6,5.6,-0.3,0.7,-1.8,-0.5,-0.9
hIAP inh,-3.5,20.6,0.5,0.9,-6.0,-6.1,15.1,2.8,14.8,4.9
mIAP activ,0.977,1.04,0.937,0.898,1.01,1.14,0.949,0.931,1.01,0.932

21. O=c1cc(O)c2c(=O)n(Cc3ccccc3)c3ccccc3c2o1
22. CCOc1ccc(NC(=O)C2C3C=CC4(CN(C(C(=O)OC)C(C)C)C(=O)C24)O3)cc1 (stereo not given)
23. Cc1ccc(Nc2nc(N)nc(CSc3nc4ccccc4s3)n2)cc1
24. O=C(CCc1c[nH]c2ccccc12)OCc1ccc(Br)cc1
25. COc1ccccc1S(=O)(=O)N1CCN(S(=O)(=O)c2cccs2)CC1
26. O=C(NC1(O)C(=O)c2ccccc2C1=O)c1ccccc1
27. O=C(CN(CC1CCCO1)C(=O)CCC(=O)Nc1nccs1)NCC1CCCO1 (stereo not given)
28. Cc1ccc(Sc2ncccc2C(N)=O)cc1
29. COc1cc(OC)cc(C(=O)NCCn2ccc3ccccc32)c1
30. NC(=O)c1ccc(NC(=O)CSc2nc3ccccc3c(=O)n2CCCN2CCOCC2)cc1
assay / entry,21,22,23,24,25,26,27,28,29,30
A3A deaminase,9.3,-0.9,-7.7,-0.4,-5.6,3.9,-3.4,-1.5,1.7,3.1
MIN6 prolif,-1.9,-2.0,-4.1,1.1,-5.0,-2.4,-0.4,0.0,-0.5,-4.6
APOBEC3G inh,-6.9,-0.6,-8.4,-4.9,-7.5,1.9,4.1,-5.2,2.4,0.6
mIAP block,-5.1,4.5,8.1,5.0,2.8,-8.5,3.5,-2.5,-19.8,-4.3
NR3A LBD binder,-1.2,-3.3,17.0*,6.8,-2.3,4.5,0.2,2.4,-1.2,-1.6
hIAP act,0.987,0.923,1.1,0.919,1.04,0.91,0.952,0.999,0.844,1.14
MPTP inh,-1.2,-1.9,4.9,-0.3,0.1,-1.2,0.8,-0.8,-1.5,0.2
hIAP inh,1.3,7.7,-10.4,8.1,-3.7,9.0,4.8,0.1,15.6,-14.3
mIAP activ,1.05,0.955,0.919,0.95,0.972,1.08,0.965,1.02,1.2,1.04

31. NC(=O)C1CCN(CC(O)COc2ccc(-c3ccccc3)cc2)CC1 (stereo not given)
32. CCc1noc(C)c1C(=O)Oc1ccc(N(C)S(=O)(=O)c2ccc(C)c(C)c2)cc1
33. Cc1cc(C(=O)CSc2nnc(-c3cccs3)n2Cc2ccccc2)c(C)n1C
34. CCN(CC)S(=O)(=O)c1ccc(/C=C/C(=O)Nc2ccc(Br)cc2F)cc1
35. O=C1CC(C(=O)O)S/C(=N\NC(=O)c2ccc(F)cc2)N1 (stereo not given)
36. CS(=O)(=O)c1ccc(-c2nn[nH]n2)cc1
37. Cc1nccn1CCOc1ccc(Cl)cc1
38. CCOC(=O)/C=C1/SCC(=O)N1CC(=O)Nc1cccc(F)c1
39. O=[N+]([O-])c1ccc(CN2CCN(c3ccc(Cl)cc3)CC2)o1
40. Cc1ccc(C(=O)NC(=S)Nc2ccccc2N2CCCC2)cc1[N+](=O)[O-]
assay / entry,31,32,33,34,35,36,37,38,39,40
A3A deaminase,-7.3,1.8,-5.2,-0.2,1.7,-5.5,-0.6,1.2,-4.4,-2.6
MIN6 prolif,-1.9,-6.4,0.2,-3.8,-1.1,-0.6,1.9,-0.5,-2.4,0.0
APOBEC3G inh,-5.8,-5.7,-9.1,-5.6,-3.4,-4.9,-2.0,-2.3,6.1,-6.4
mIAP block,-4.7,3.7,2.1,2.0,-4.3,-0.6,1.5,1.1,9.4,11.4
NR3A LBD binder,-0.8,-1.2,-0.7,2.9,-3.4,2.7,2.8,1.2,0.1,-0.5
hIAP act,0.894,0.982,1.12,1.02,1.6,0.974,1.04,0.994,1.4,1.09
MPTP inh,0.4,0.2,1.0,37.6,-0.4,-0.7,0.2,0.0,0.4,3.9
hIAP inh,10.6,1.8,-11.9,-2.5,-59.7,2.6,-4.5,0.6,-39.9,-9.6
mIAP activ,1.05,0.963,0.979,0.98,1.04,1.01,0.985,0.989,0.906,0.886

41. CC(C)Cc1nnc(NC(=O)CCS(=O)(=O)c2ccc(Cl)cc2)s1
42. CCOC(=O)c1nnn2c1nc(N1CCN(C)CC1)c1ccccc12
43. Cc1cc(C)cc(C(=O)N(C)C2CCCN(Cc3ccccc3F)C2)c1 (stereo not given)
44. COCc1cc(CN2CCN(CCCc3ccccc3)C(CCO)C2)ccc1OC (stereo not given)
45. CCC(Cc1ccccc1)NC(=O)CCNS(=O)(=O)c1cc(Br)cnc1N (stereo not given)
46. CS(=O)CSc1nc2c(cc1C#N)CCCC2 (stereo not given)
47. COC(CNC(=O)CN1CCN(Cc2ccc(F)cc2Cl)C1=O)OC
48. Cc1ccc(C(c2sc3ncnn3c2O)N2CCCCC2)cc1 (stereo not given)
49. Cc1ccc2c(c1)sc1nc(=O)ccn12
50. COc1ccc(NC(=O)NC2(C(=O)N3CCOCC3)CCCCC2)cc1
assay / entry,41,42,43,44,45,46,47,48,49,50
A3A deaminase,-2.6,-2.6,-0.1,-4.3,-2.6,1.3,-2.2,-6.3,-1.6,2.2
MIN6 prolif,-5.8,3.8,-2.1,0.6,-0.7,-1.6,8.9,-0.7,-2.4,0.8
APOBEC3G inh,-2.8,-6.2,-3.4,-7.1,-3.7,-1.2,-2.7,-2.9,-3.5,-6.4
mIAP block,3.5,0.1,-7.4,-3.1,1.7,-7.8,-2.6,-1.1,0.1,-4.1
NR3A LBD binder,2.2,-0.8,-1.4,0.1,0.8,-16.0,-1.0,-2.9,0.3,-0.9
hIAP act,1.14,0.989,1.21,1.11,1.02,1.09,0.972,1.02,1.03,1.07
MPTP inh,-0.9,1.1,1.7,27.5,-0.2,-0.9,0.7,0.9,-0.2,-0.9
hIAP inh,-13.9,1.1,-20.8,-11.4,-2.2,-8.8,2.8,-2.3,-3.5,-7.4
mIAP activ,0.965,0.999,1.07,1.03,0.983,1.08,1.03,1.01,0.999,1.04

51. COc1cc(/C=N/NC(=O)Nc2ccccc2)ccc1OC(C)=O
52. Fc1ccccc1/C=N/n1c(COc2ccccc2)n[nH]c1=S
53. S=C(NC1CCCCC1)c1ccc2c(c1)OCO2
54. COc1cccc(NC(=O)c2csc3c2CCCC3)c1
55. Cn1c(-c2ccc(=O)[nH]c2)nc2ccccc21
assay / entry,51,52,53,54,55
A3A deaminase,-2.2,-0.7,1.5,6.2,2.5
MIN6 prolif,0.1,0.6,-3.6,-1.8,-1.2
APOBEC3G inh,-5.0,12.7,0.2,-0.1,3.2
mIAP block,-6.3,-3.3,7.1,-22.7,-5.3
NR3A LBD binder,-1.3,-3.9,1.9,-1.9,-0.3
hIAP act,1.02,0.864,0.885,0.964,1.16
MPTP inh,0.8,0.7,-0.2,-0.6,-1.5
hIAP inh,-1.6,13.6,11.5,3.6,-16.2
mIAP activ,1.06,1.03,0.929,1.23,1.05
